Compound activity (PubChem BioAssay)
DRD3 antagonist – antagonists of human D3 dopamine receptor; AID 652054; P35462; max response, negative = inhibition, %; hit rate 2.5% among 360,000; D3R cells, DiscoveRx beta-arrestin luminescence, antagonist mode; stronger effect = lower value; in the data active = max response below about -50%; inconclusive = no clear call, values can overlap the other calls; also: % is scaled to controls: 0 for no effect and ±100 for the full control effect; mostly tested at two doses, the higher about 12 µM
Target sequence (P35462 whole entry, looked up): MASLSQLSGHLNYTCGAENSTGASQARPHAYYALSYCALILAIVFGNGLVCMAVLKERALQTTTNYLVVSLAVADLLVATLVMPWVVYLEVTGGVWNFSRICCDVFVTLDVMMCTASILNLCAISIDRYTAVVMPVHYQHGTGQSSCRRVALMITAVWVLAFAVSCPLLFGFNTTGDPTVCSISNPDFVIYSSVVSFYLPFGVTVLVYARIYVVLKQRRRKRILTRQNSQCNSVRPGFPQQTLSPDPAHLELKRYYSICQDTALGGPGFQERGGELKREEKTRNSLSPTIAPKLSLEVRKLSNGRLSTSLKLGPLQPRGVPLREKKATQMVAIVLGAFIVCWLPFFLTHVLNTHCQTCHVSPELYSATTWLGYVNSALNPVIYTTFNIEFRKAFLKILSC
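Cells plated overnight at 1500 cells/well, then exposed to library compounds with dopamine controls for 90 minutes at 37 degrees C. DiscoveRx reagent added for 30–60 minutes at room temperature; luminescence read, quantitative HTS format.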
GLP1R ag – agonists of human GLP-1 receptor; HEK293 GLP-1R CRE-luciferase, luminescence, 4-6 h; cells express a hypersensitive GLP-1R form; Potency, µM (titrated, usually from 45.6 µM), inactives show at the highest dose activation, actives largely listed as activators; hit rate 0.007% among 380,000; AID 624172; also: potency is read from the fitted curve at half-maximal effect; % of control where 0% means no effect
Target sequence (P43220 whole entry, looked up): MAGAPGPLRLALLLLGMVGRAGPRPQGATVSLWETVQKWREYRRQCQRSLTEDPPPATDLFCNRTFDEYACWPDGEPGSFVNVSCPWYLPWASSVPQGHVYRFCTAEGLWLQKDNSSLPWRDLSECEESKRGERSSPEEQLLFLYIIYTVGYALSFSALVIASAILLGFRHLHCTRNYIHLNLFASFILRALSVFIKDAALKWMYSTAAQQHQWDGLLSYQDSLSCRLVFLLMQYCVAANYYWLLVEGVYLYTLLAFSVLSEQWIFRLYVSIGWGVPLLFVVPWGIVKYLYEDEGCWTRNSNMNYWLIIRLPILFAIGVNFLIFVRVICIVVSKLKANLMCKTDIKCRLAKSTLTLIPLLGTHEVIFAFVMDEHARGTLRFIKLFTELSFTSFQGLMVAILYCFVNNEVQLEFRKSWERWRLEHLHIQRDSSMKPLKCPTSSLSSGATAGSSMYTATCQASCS
KB-V1 cytotox – KB-V1 MDR subline cytotoxicity; KB-V1 MDR cells viability, CellTiter-Glo, 72 h; Potency, µM (titrated, usually from 46.1 µM), inactives show at the top dose activity change, negative = cytotoxicity, usual class: cytotoxic; hit rate 3.4% among 400,000; also: potency is read from the fitted curve at half-maximal effect; % is scaled to controls: 0 for no effect and ±100 for the full control effect; nearly all actives have a fitted effect of over 60% in size
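qHTS viability screen in drug-selected KB-V1 MDR cells: 72 h compound treatment at 37 degrees C, ATP luminescence end point.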
KB-3-1 cytotox – KB-3-1 parental cell cytotoxicity | KB-3-1 viability, CellTiter-Glo ATP luminescence, 72 h | Potency, µM (highest dose often 46.1 µM), inactives show at the top dose activity change, negative = cytotoxic, usual class: cytotoxic | hit rate 1.4% among 400,000; also: potency is read from the fitted curve at half-maximal effect; % is scaled to controls: 0 for no effect and ±100 for the full control effect; nearly all actives have a fitted effect of over 60% in size
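Cytotoxicity measured as CellTiter-Glo luminescence after 72 h at 37 C. Compound titrations were pinned onto drug-naive KB-3-1 parental adenocarcinoma cells grown in DMEM with 10% FBS, and normalized data fitted to concentration-response curves.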
HT1080-NT tox – kills 2HG-producing HT-1080-NT fibrosarcoma cells; hit rate 1.6% among 360,000; Potency, µM (series often up to 46.1 µM), for inactives: at the highest dose activity, negative = less viability, hits mostly cytotoxic; HT-1080-NT fibrosarcoma viability, CellTiter-Glo ATP luminescence, 48 h;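 also: NT is the 2HG producing partner of a matched IDH1 knockdown line; potency is read from the fitted curve at half-maximal effect; 0% = DMSO-treated cells and -100% = media-only wells without cells; nearly all actives have a fitted effect of over 55% in size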
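Luminescent CellTiter-Glo readout after 48 hours of compound exposure at 37 degrees C defined viability of HT-1080-NT cells. Activity was normalized to DMSO wells and cell-free media wells; concentration-response curves were fitted and assigned curve classes.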
D3 ag – activates the human D3 dopamine receptor; D3R DiscoveRx beta-arrestin cells, luminescence, 90 min; P35462; hit rate 0.58% among 410,000; max activation, %; in the data active = max activation above about 30%; also: 0% is about no effect; mostly tested at two doses, the higher about 12 µM
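Cells at 1500/well, incubated overnight, then treated with pinned compounds (dopamine as control) for 90 min at 37 degrees C. DiscoveRx reagent added for 30 - 60 minutes at room temperature; luminescence read.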
IL1B secr inh – blocks inflammasome-driven IL-1 beta release; THP-1 LPS/ATP IL-1B secretion, AlphaLISA, 16 h; stronger effect = lower value; activity change, % at 57.5 µM; hit rate 4.7% among 360,000; in the data active = activity change below about -50%; inconclusive = mostly about -30% to -49%; also: % is scaled to controls: 0 for no effect and ±100 for the full control effect
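THP-1 cells pretreated 1 hr with compounds (up to 57.5 uM final), then stimulated with LPS (250 ng/mL final) plus ATP (1.25 mM final); secreted IL-1B measured by AlphaLISA after 16 hr, decreased signal indicating inhibition.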
HT1080 IDH1KD tx – HT-1080 IDH1 knockdown cell toxicity (counter line); Potency, µM (doses to about 46.1 µM), inactives show at the highest dose activity, negative = toxicity, hits mostly cytotoxic; AID 686971; HT-1080 IDH1 knockdown viability, ATP luminescence, 48 h; hit rate 2% among 360,000;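 also: potency is read from the fitted curve at half-maximal effect; 0% = DMSO wells and -100% = cell-free medium wells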
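Cytotoxicity counter-line: IDH1KD HT-1080, 48 h, CellTiter-Glo. Curves classed by r2, magnitude and activity.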
SW480 rerep – inducers of DNA re-replication in SW480 colon cancer cells; SW480 DNA re-replication, Hoechst DNA content imaging, 48 h; Potency, µM (titrated, usually from 46.1 µM), for inactives: at the highest dose re-replication activation, most hits filed as activators; hit rate 1.8% among 340,000; AID 624297; also: potency is read from the fitted curve at half-maximal effect; % of control where 0% means no effect; nearly all actives have a fitted effect of over 55% in size
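DNA re-replication was detected as more nuclei of elevated Hoechst intensity after 48 hr exposure to compound (23 nL pinned per well of 250 cells).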
* marks the source's active call; other numbers are inactive results; u = inconclusive; x = no result given; [ ] = remark or other dose. Unless noted, calls follow the shape of the dose curve; as a rule, active = well fitted curve in the direction sought with a large enough effect; inconclusive = small, poorly fitted or top-dose-only effect, or another doubt; inactive = no such curve, though single readings can be large; an effect the other way counts as inactive or inconclusive. Compounds were not picked by outcome; about 12% have a hit in one of these screens.

SMILES	DRD3 antagonist	GLP1R ag	KB-V1 cytotox	KB-3-1 cytotox	HT1080-NT tox	D3 ag	IL1B secr inh	HT1080 IDH1KD tx	SW480 rerep
Cc1cc(C)cc(OC(=O)COc2ccccc2C)c1	-9	8%	22%	26%	3%	-5	-2	9%	4%
c1csc(CNc2ccc3c(c2)OCCO3)c1	-11	3%	0%	-2%	-6%	1	-6	-21%	3%
O=C(C1CCN(C2CCN(Cc3cccc4c3OCO4)CC2)CC1)N1CCOCC1	0	-4%	9%	1%	-11%	2	3	-1%	u
CCCn1nc(C(=O)N2CCc3ccccc3C2)c2ccccc2c1=O	15	2%	u	-19%	0%	-4	-11	-4%	2%
CC(C)(C)NC(=O)CSc1nncn1NCc1ccccc1	12	-7%	3%	9%	12%	1	2	8%	0%
NS(=O)(=O)c1ccc(CCNC(=O)c2ccc(CS(=O)(=O)c3ccc(Br)cc3)o2)cc1	-12	8%	13%	4%	1%	-6	-8	-1%	-4%
O=C(N[C@@H](Cc1ccccc1)C(=O)Nc1ccc(F)cc1)C1CCNCC1	-11	-5%	15%	0%	-2%	-13	9	0%	-6%
Cc1ccc(NC(=S)Nc2cccnc2)c(S(=O)(=O)N2CCCCC2)c1	0	-1%	-15%	u	u	8	-4	u	-6%
COc1ccccc1-c1cc(C(=O)NCCN2CCOCC2)no1	-20	5%	6%	-2%	-3%	-24	-7	1%	0%
Cc1cccc(C)c1NC(=O)C1(C)CSCC(=O)N1CCOc1ccccc1 (stereo not drawn)	3	x	-23%	-11%	1%	-8	1	1%	x
O=C(c1cccs1)N1C[C@@H](n2cc(-c3ccc(F)cc3)nn2)[C@H](O)C[C@@H]1c1ccccc1	40	-4%	11%	3%	15%	4	-19	-14%	x
CC(C)Oc1ccc(CCC(=O)NNC(=O)CCC(=O)O)cc1	7	-5%	u	3%	5%	3	6	5%	10%
CCn1c2ccccc2c2cc(NC(=O)CSc3nnc(-c4ccccc4)o3)ccc21	-10	-4%	u	0%	u	4	u	21µM*	0.65µM*
CCOC(=O)CNC(=O)CSc1nnc(NC(=O)c2ccccc2Cl)s1	6	-2%	-4%	6%	-9%	16	-1	6%	-2%
CCCCOc1ccc(-c2ncc(C(=O)OCC)c(N)n2)cc1	32	-2%	u	-10%	4%	85*	u	8%	u
CC(Oc1ccc2c(-c3ccccc3)cc(=O)oc2c1)C(=O)O (stereo not drawn)	-14	-4%	-18%	7%	8%	-10	-5	10%	0%
Nc1c(/C=C2\C=Nc3ccccc32)c(=O)nc2sc(CC(=O)N3CCOCC3)nn12	12	-7%	24%	0%	11%	1	21	9%	-7%
COCCNC(=O)C1c2ccccc2C(=O)N(CCOC)C1c1ccc(F)cc1 (stereo not drawn)	13	-7%	-4%	-2%	12%	1	10	4%	2%
Cc1cc(N/C(=N\S(=O)(=O)c2ccc(Cl)cc2)c2ccc(F)cc2)no1	6	3%	-11%	-2%	11%	12	4	0%	-10%
CCOC(=O)C(/C(C)=N/NC(=O)C1CC1c1ccccc1)C(C)C (stereo not drawn)	-1	1%	16µM*	-4%	-1%	-1	-1	0%	u
CCOc1ccc(NC(=O)c2ccc3c(c2)OCCO3)cc1S(=O)(=O)N(CC)CC	-3	6%	u	u	0%	-4	22	-13%	4%
O=C(O)C1CC=CCC1C(=O)Nc1cc(Cl)ccc1Cl (stereo not drawn)	20	0%	2%	-6%	0%	3	50	2%	-3%
COc1ccccc1OCc1nnc(SCC(=O)N2CCCCC2)n1-c1ccccc1	13	-6%	u	6%	11%	-4	2	4%	4%
COc1ccc(CCN(C)C2CCCN(C(=O)c3sccc3C)C2)cc1OC (stereo not drawn)	-64*	3%	u	0%	17%	-11	13	4%	1%
N#CCCN1CCCc2cc(N=Nc3ccc(C(F)(F)F)cc3)ccc21	-25	-7%	-5%	-14%	u	-9	u	u	u
CN(Cc1ccccc1)S(=O)(=O)c1ccc(Cl)c(C(=O)NCCc2ccccn2)c1	0	10%	-10%	-1%	5%	3	2	-12%	0%
Cc1cc2c(C)ccc(C)c2nc1SCC(=O)c1cccs1	2	9%	-30%	-20%	1%	-2	61	-6%	-2%
COc1ccc(S(=O)(=O)N2CCOC2CNC(=O)C(=O)NCc2ccncc2)cc1OC (stereo not drawn)	-5	14%	u	10%	11%	8	-25	20%	2%
O=C(CC(C(=O)O)c1ccc(Cl)cc1)c1ccc(Cl)c(Cl)c1 (stereo not drawn)	5	0%	6%	-1%	-9%	-4	-12	-12%	9%
COc1cccc(Cn2c(=O)n(CCc3ccccc3)c(=O)c3c2c2cc(OC)ccc2n3C)c1	x	1%	4%	11%	x	7	x	x	x
C/C=C(\C)C(=O)NCCN1C2=NC[C@@H](C)N2C[C@@H]1Cc1ccc(OC)cc1	16	4%	10%	27%	1%	-8	-1	-14%	-5%
OCCN(Cc1nc(-c2ccc3c(c2)OCO3)no1)Cc1cccs1	-13	18%	-10%	-12%	-3%	5	-11	1%	1%
COc1ccc(CCN2CC(C(=O)OCc3ccccc3Cl)CC2=O)cc1OC (stereo not drawn)	2	22%	10%	11%	6%	2	32	12%	-94%[inhibitor]
CC(=O)Nc1ncc(Sc2ccc([N+](=O)[O-])cc2)s1	-13	-7%	-3%	0%	-9%	3	12	-12%	-3%
CCCCC(=O)Nc1cccc(-c2cn3ccccc3n2)c1	5	u	1%	2%	0%	2	-9	0%	-1%
CCc1ccc(S(=O)(=O)Nc2ccc(O)c3c(=O)cc(-c4ccccc4Cl)oc23)cc1	-22	-6%	-20%	-23%	1%	-42	19	-11%	5%
Cc1ccc(C#N)c(SCc2ccccc2F)n1	2	22%	-3%	2%	5%	2	-3	12%	u
COc1ccc(C(=O)NCc2nnc(SCC(=O)Nc3ccc4c(c3)OCO4)o2)cc1	-6	-3%	15%	2%	3%	1	17	9%	8%
CCC(=O)Nc1ccc(C(=O)Nc2ccc3c(c2)C(=O)N(CC2CCCO2)C3=O)cc1 (stereo not drawn)	25	-17%	-6%	22%	-7%	5	1	-11%	4%
O=C(Nc1nnc(-c2cccs2)o1)C1CC1	0	-1%	-1%	5%	0%	-3	4	9%	-6%
COC(=O)CN1C2=NCCCN2c2ccccc21	7	0%	-2%	24%	15%	4	4	11%	0%
O=C(Nc1cccc(S(=O)(=O)N2CCOCC2)c1)C12CC3CC(CC(C3)C1)C2	34	4%	u	-7%	9%	6	25	13%	-4%
COC(=O)c1nn(-c2ccc(C)cc2)c2nnc(Cc3ccccc3)c(=O)n12	-3	1%	-11%	2%	10%	1	3	2%	-62%[inhibitor]
O=c1[nH]n(-c2ccccc2)c(=O)c(Cl)c1Cl	u	26%	-5%	-8%	2%	19	-9	-4%	-1%
CCc1ccc(-c2nc(-c3ccncc3)no2)cc1	2	-15%	u	-14%	-17%	2	-18	-15%	-5%
Cc1ccc(OCCN2CCCCCC2)c(C)c1	u	1%	11%	-4%	5%	-7	3	6%	-11%
c1ccc(Cn2c(NCc3ccncc3)nc3ccccc32)cc1	9	-1%	u	-6%	-2%	-3	8	-4%	-48%[inhibitor]
Cc1c(NC(=O)c2cccs2)c(=O)n(-c2ccccc2)n1C	-9	7%	2%	16%	10%	-3	-12	15%	-3%
COc1cc(NC(=O)Cn2ccsc2=N)cc(OC)c1	-25	-7%	8%	-1%	9%	-23	-26	12%	-5%
O=C(NC(=S)Nc1ccc(NC(=O)c2cccs2)cc1)c1cc2ccccc2o1	-3	-1%	u	-38%	21µM*	0	8	18µM*	0%
CC(=O)c1ccc(N2CCN(S(=O)(=O)c3ccc4c(c3)CC(C)N4C(C)=O)CC2)cc1 (stereo not drawn)	-1	24%	8.2µM*	u	u	7	50	u	-3%
Cc1ccnc2nc(C(=O)OCC(=O)NCCc3ccccc3)nn12	0	1%	-9%	-5%	2%	2	7	-9%	0%
CCOC(=O)COc1ccc(S(=O)(=O)N2CCN(C(=O)OCC)CC2)cc1	10	-8%	10%	0%	-1%	3	27	11%	2%
Cc1[nH]c2ccc(C(=O)NCCN3CCCCCC3)cc2c1C	-70*	6%	-8%	-2%	8%	-19	-20	12%	-26%
O=C(O)CCCNS(=O)(=O)c1ccc2c(c1)OCCCO2	-4	-3%	u	15%	24%	1	-1	21%	-2%
Cc1nn(-c2ccccc2)c(Cl)c1/C=C1/C(=N)N2N=C(C(C)C)SC2=NC1=O	15	8%	1%	1%	-3%	0	-2	-15%	2%
CN(C)c1ccc(C(=O)N2CCCC2)cc1	6	3%	12%	1%	12%	1	-13	3%	-220%[inhibitor]
COc1ccc(N2C(=O)CC(Sc3n[nH]c(-c4cccc(C)c4)n3)C2=O)cc1 (stereo not drawn)	-28	10%	u	-16%	4%	-2	-30	u	-49%[inhibitor]
COc1ccc([C@@H]2C[C@H]3CN(c4ccccc4)C(=O)[C@]34CCCN24)c(OC)c1OC	0	2%	2%	-5%	8%	-16	-5	10%	-14%
